Bioassay records: PubChem, National Center for Advancing Translational Sciences (NCATS)
PI5P4Ka inh: blocks human PI5P4K alpha kinase activity. PI5P4Kalpha enzyme, ADP-Glo luminescence, 60 min; hits give low values. max response, %. 330,000 tested, 1.2% active. AID 652105; active = max response of -50% or lower; inconclusive = between -30% and -50%; inactive = -30% or higher; also: value at the top dose of about 77 µM; % is scaled to controls: 0 for no effect and ±100 for the full control effect
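PI5P4Kalpha ADP-Glo assay; 5 microM ATP final; 60 min RT reaction; HEPES pH 7.4/EGTA/CHAPS, 5% DMSO; controls lacking substrate or enzyme; luminescent end-point.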
EPAC1 agonist: activates human EPAC1 exchange factor. O95398. EPAC1 agonist qHTS, biochemical assay; response scale: 100% = response to 6.5 mM cAMP. Potency, µM (doses to about 154 µM), for inactives: at the highest dose activation, hits mostly activators. 360,000 tested, 0.073% active. AID 720707; also: potency is read from the fitted curve at half-maximal effect; nearly all actives have a fitted effect of over 60% in size
Target sequence (O95398 whole entry, looked up): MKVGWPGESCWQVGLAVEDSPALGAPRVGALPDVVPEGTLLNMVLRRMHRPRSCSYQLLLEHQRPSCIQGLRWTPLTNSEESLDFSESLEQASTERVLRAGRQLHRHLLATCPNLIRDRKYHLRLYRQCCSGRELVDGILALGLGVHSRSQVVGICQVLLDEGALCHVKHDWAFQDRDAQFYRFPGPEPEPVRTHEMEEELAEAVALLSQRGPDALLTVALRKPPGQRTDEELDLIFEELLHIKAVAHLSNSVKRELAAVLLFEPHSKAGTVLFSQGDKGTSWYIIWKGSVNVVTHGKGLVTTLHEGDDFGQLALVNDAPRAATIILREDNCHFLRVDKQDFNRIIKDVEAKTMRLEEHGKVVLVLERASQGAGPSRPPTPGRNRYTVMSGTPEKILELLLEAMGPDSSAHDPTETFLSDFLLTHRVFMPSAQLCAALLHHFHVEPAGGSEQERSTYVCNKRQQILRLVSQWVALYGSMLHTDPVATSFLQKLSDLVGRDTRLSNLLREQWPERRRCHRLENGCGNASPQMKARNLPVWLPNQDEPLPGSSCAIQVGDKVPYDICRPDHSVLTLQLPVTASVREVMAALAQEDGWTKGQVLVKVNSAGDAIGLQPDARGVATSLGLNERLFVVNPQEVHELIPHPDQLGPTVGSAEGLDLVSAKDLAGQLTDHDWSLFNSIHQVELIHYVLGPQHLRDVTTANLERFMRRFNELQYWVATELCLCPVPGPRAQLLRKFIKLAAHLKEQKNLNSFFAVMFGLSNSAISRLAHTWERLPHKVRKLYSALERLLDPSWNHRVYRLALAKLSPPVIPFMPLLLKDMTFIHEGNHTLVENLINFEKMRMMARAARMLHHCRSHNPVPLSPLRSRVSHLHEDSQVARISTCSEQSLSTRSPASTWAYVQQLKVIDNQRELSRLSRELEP
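Fluorescent GDP-exchange assay: 100 nM EPAC1 with 250 nM Rap1B preloaded with BODIPY-GDP and 50 uM GDP; compounds tested as concentration series, 5 min at room temperature, then read every 5 min for 30 min (ex 480/em 540 nm); normalized to 6.5 mM cAMP.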
GLP-1R inv ag: acts as inverse agonist at human GLP-1 receptor. P43220. HEK293 GLP-1R CRE-luciferase, luminescence, 24 h; GLP-1R form is constitutively active. Potency, µM (titrated, usually from 38.3 µM), for the others: top-dose activity change, negative = inhibition, most hits filed as inhibitors. 410,000 tested, 1.6% active; also: potency is read from the fitted curve at half-maximal effect; % is scaled to controls: 0 for no effect and ±100 for the full control effect; nearly all actives have a fitted effect of over 55% in size
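Inverse agonists were sought by their lowering of basal cAMP reporter luciferase output in HEK293 cells stably carrying constitutively active human GLP-1R, after 24 h compound treatment.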
GLP1R cytotox: cytotoxicity counter-screen for GLP-1 receptor inverse agonists; 410,000 tested, 0.13% active; HEK293 cAMP-luciferase reporter cells, luminescence, 24 h; Potency, µM (titrated, usually from 38.3 µM), inactives show at the top dose activity change, negative = inhibition, usual class: inhibitors; AID 624418;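 also: loss of luciferase light is scored as toxicity; potency is read from the fitted curve at half-maximal effect; % is scaled to controls: 0 for no effect and ±100 for the full control effect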
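Here, cytotoxicity is scored as loss of luminescence. The MLSMR collection was tested on cells seeded in medium containing 10% Nu serum, with a 24 hr compound exposure preceded by 12 hours of culture.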
GLP1R ag: agonists of human GLP-1 receptor; P43220; 380,000 tested, 0.007% active; AID 624172; HEK293 GLP-1R CRE-luciferase, luminescence, 4-6 h; cells express a hypersensitive GLP-1R form; Potency, µM (titrated, usually from 45.6 µM), for inactives: top-dose activation, actives largely listed as activators; also: potency is read from the fitted curve at half-maximal effect; % of control where 0% means no effect
IL-2 act: activates IL-2 in a cell-based reporter assay. IL-2 activation reporter assay, cell-based qHTS; stimulated with anti-CD3/CD4/CD28 beads; in transgenic mouse T cells. activation, % (series mostly up to about 46 µM). 360,000 tested, 0.065% active. AID 652025; in the data active = activation above about 50%; inconclusive = mostly about 30% to 49%; also: 0% is about no effect
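Readout is EGFP and DsRed signal by fluorescent plate cytometry after 18 h at 37 degrees C. Transgenic mouse T cells (750/well) received compound for 60 min before bead stimulation (anti-CD3, anti-CD4, anti-CD28); memory T cells served as non-tolerant control.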
PLK1 PBD block: PLK1 (human) polo-box domain binding inhibition. Plk1 PBD binding of FITC phosphopeptide, fluorescence polarization. Potency, µM, inactives show max response, negative = inhibition, most hits filed as inhibitors. 360,000 tested, 2.8% active; also: potency is read from the fitted curve at half-maximal effect; series mostly up to about 57 µM; % is scaled to controls: 0 for no effect and ±100 for the full control effect; nearly all actives have a fitted effect of over 65% in size
PTHR1 ag: PTHR1 (human) receptor agonism. Q03431. HEK293 GP2 PTHR1 cells, GloSensor cAMP luminescence, 1 h. Potency, µM (top dose mostly 115 µM), inactives show top-dose activation, hits mostly activators. 410,000 tested, 0.075% active; also: potency is read from the fitted curve at half-maximal effect; nearly all actives have a fitted effect of over 55% in size; some results filed as inactive show a strong effect at the top dose; inactives centre near -15; many of its hits are not listed in these tables
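HEK-293-derived GP2 cells expressing PTHR1 and a GloSensor cAMP reporter, 3,000/well, plated overnight, given luciferin plus IBMX (each 0.5 mM as added) for 1 h at 37 °C, then compound for 1 h at 37 °C. Luminescence was read after 15 min at room temperature.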
EPAC1 antag: blocks human EPAC1 exchange factor; AID 720709; O95398; 360,000 tested, 0.14% active; Potency, µM (series often up to 115 µM), inactives show at the top dose activity change, negative = inhibition, most hits filed as inhibitors; EPAC1 GEF assay, Rap1b-BODIPY-GDP exchange fluorescence;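 also: potency is read from the fitted curve at half-maximal effect; plate controls were vehicle for no effect and positive control for full effect; nearly all actives have a fitted effect of over 50% in size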
* marks the source's active call; other numbers are inactive results; i = inactive; ? = inconclusive; nt = not tested or not shown; & = joins results of further samples; [ ] = another dose, or the depositor's remark. Unless noted, calls follow the shape of the dose curve; as a rule, active = well fitted curve in the direction sought with a large enough effect; inconclusive = small, poorly fitted or top-dose-only effect, or another doubt; inactive = no such curve, though single readings can be large; an effect the other way counts as inactive or inconclusive. Not all compounds are listed; rates above refer to the full screens.

SMILES	PI5P4Ka inh	EPAC1 agonist	GLP-1R inv ag	GLP1R cytotox	GLP1R ag	IL-2 act	PLK1 PBD block	PTHR1 ag	EPAC1 antag
CCc1nc2ccc(C(=O)NCC3CCCCC3)cn2c1N(CCC(C)C)CCN(C)C	9	21%	?	-12%	0%	-0.8	-3%	-18%	4%
O=C(Oc1ccc(Cl)c2cccnc12)C12CC3CC(CC(C3)C1)C2	1	-7%	-15%	-12%	-1%	0.0	0%	-3%	9%
CC(C)CCn1nnnc1C(c1ccccc1F)N1CCC(C(N)=O)CC1 (stereo not given)	-1	0%	-2%	-16%	-6%	-1.9	-16%	-19%	6%
Cc1ccc(C)c(NC(=O)CN(C)C(=O)c2cc3ccccc3oc2=O)c1	3	-7%	17%	-7%	2%	-0.1	1%	-7%	16%
Cc1ccc(NC(=O)N2CCCC2C(=O)Nc2ccc(-n3cnnn3)c(C)c2)cc1 (stereo not given)	2	2%	3%	-14%	-8%	-0.7	-3%	9%[57.5 µM]	4%
CCC(=O)Nc1nnc(SCCN2CCOCC2)s1	0	10%	-14%	-5%	-7%	1.4	-1%	-6%	0%
Cc1ccc2c(c1)N(CC(=O)N1CCCC(C)C1)C(=O)CO2 (stereo not given)	-4	0%	1%	-2%	5%	2.6	0%	i	11%
Cc1ccc(C(=O)Oc2oc(-c3ccco3)nc2C=Nc2ccc(Cl)cc2)cc1	7	3%	0%	3%	-10%	-4.6	4.7µM*	-43%[inhibitor]	-11%
COC(=O)c1ccc(NC(=O)CCS(=O)(=O)c2ccc(Br)s2)cc1	2	-3%	-9%&-17%	4%&-14%	0%	-1.6	-3%	-28%	3%
O=[N+]([O-])c1ccc(N2CCN(CCOCCO)CC2)c([N+](=O)[O-])c1	0	3%	-9%	3%	12%	2.4	-2%	-9%	-5%
Cc1ccccc1NC1c2ccccc2C(=O)N1Cc1ccco1 (stereo not given)	-7	-10%	?	-8%	-1%	-0.2	-12%	-22%	3%
Cc1ccc(-c2ccc(C(=O)Nc3cccc(F)c3)o2)c2ccccc12	-1	9%	?	0%	7%	-0.8	-2%	-2%	-10%
N#CCc1c(C#N)c(N)nc(N2CCN(c3ccc(F)cc3)CC2)c1C#N	nt	0%	0%	4%	10%	-3.8	-6%	-33%[inhibitor]	0%
O=[N+]([O-])c1ccccc1N/N=C/c1ccccc1	-1	9%	5%	-8%	-6%	0.3	-4%	-5%	6%
O=C(COC(=O)Cc1ccc2c(c1)OCCO2)Nc1ccc(S(=O)(=O)N2CCCC2)cc1	-3	14%	1%	-4%	2%	0.5	0%	i	0%

Some of the entries above, set out differently:
SMILES | PI5P4Ka inh | EPAC1 agonist | GLP-1R inv ag | GLP1R cytotox | GLP1R ag | IL-2 act | PLK1 PBD block | PTHR1 ag | EPAC1 antag
Cc1ccc2c(c1)N(CC(=O)N1CCCC(C)C1)C(=O)CO2 (stereo not given) | -4 | 0% | 1% | -2% | 5% | 2.6 | 0% | i | 11%
Cc1ccc(C(=O)Oc2oc(-c3ccco3)nc2C=Nc2ccc(Cl)cc2)cc1 | 7 | 3% | 0% | 3% | -10% | -4.6 | 4.7µM* | -43%[inhibitor] | -11%
COC(=O)c1ccc(NC(=O)CCS(=O)(=O)c2ccc(Br)s2)cc1 | 2 | -3% | -9%&-17% | 4%&-14% | 0% | -1.6 | -3% | -28% | 3%
O=[N+]([O-])c1ccc(N2CCN(CCOCCO)CC2)c([N+](=O)[O-])c1 | 0 | 3% | -9% | 3% | 12% | 2.4 | -2% | -9% | -5%
Cc1ccccc1NC1c2ccccc2C(=O)N1Cc1ccco1 (stereo not given) | -7 | -10% | ? | -8% | -1% | -0.2 | -12% | -22% | 3%
Cc1ccc(-c2ccc(C(=O)Nc3cccc(F)c3)o2)c2ccccc12 | -1 | 9% | ? | 0% | 7% | -0.8 | -2% | -2% | -10%
N#CCc1c(C#N)c(N)nc(N2CCN(c3ccc(F)cc3)CC2)c1C#N | nt | 0% | 0% | 4% | 10% | -3.8 | -6% | -33%[inhibitor] | 0%
O=[N+]([O-])c1ccccc1N/N=C/c1ccccc1 | -1 | 9% | 5% | -8% | -6% | 0.3 | -4% | -5% | 6%
O=C(COC(=O)Cc1ccc2c(c1)OCCO2)Nc1ccc(S(=O)(=O)N2CCCC2)cc1 | -3 | 14% | 1% | -4% | 2% | 0.5 | 0% | i | 0%

The results go on:
SMILES	PI5P4Ka inh	EPAC1 agonist	GLP-1R inv ag	GLP1R cytotox	GLP1R ag	IL-2 act	PLK1 PBD block	PTHR1 ag	EPAC1 antag
COc1cc(OC)cc(C(=O)N2CCC3(CC2)NCCc2[nH]cnc23)c1	0	-8%	-6%	-1%	3%	4.6	-4%	-15%	-14%
O=C1C2(CCC13COC(c1ccc(O)cc1)OC3)COC(c1ccc(O)cc1)OC2 (stereo not given)	nt	-13%	0%	-8%	-10%	-2.1	-3%	i	7%
O=C(CN1C(=O)NC2(CCCCC2)C1=O)Oc1ccc2c(C(F)(F)F)cc(=O)oc2c1	-7	-2%	-11%	nt	4%	-0.5	?	-91%[inhibitor]	-3%
Cc1ccc(Cl)cc1N(C(=O)c1csnn1)C(C(=O)NC1CCCC1)c1ccco1 (stereo not given)	5	-7%	?	-15%	4%	-0.7	-2%	i	-3%
CC(=O)c1ccc(N2C(=O)N(CC(=O)c3ccc(C)cc3)c3ccccc3S2(=O)=O)cc1	nt	nt	?	5%	1%	nt	nt	i	nt
O=C(CSc1nnc([C@@H]2CCCN2)o1)c1ccc(Cl)cc1	?	-2%	3%	-10%	3%	2.5	-14%	-10%[57.5 µM]	4%
O=C(NCCCO)c1ccc(CSc2nc3ccccc3[nH]2)cc1	2	3%	15%	-3%	15%	0.3	-3%	-11%	-16%
CCNC(=S)N/N=C(\C)c1ccco1	10	8%	?	?	-1%	1.9	-29%	-7%	5%
O=C(COC(=O)c1ccc(Sc2ccccc2)c([N+](=O)[O-])c1)NC1CCS(=O)(=O)C1 (stereo not given)	0	0%	-19%	-10%	-8%	-2.5	-4%	-5%	-12%
COCc1cc(C)nc(NCCc2ccccc2)c1C#N	9	17%	?	17%	33%	-2.3	-11%	i	-11%
CSCCC(C(=O)OCC(=O)c1ccc(C)c(C)c1)N1C(=O)c2cc(Cl)c(Cl)cc2C1=O (stereo not given)	5	5%	?	19%	3%	-1.0	-13%	-2%	-3%
Cc1cc(Cl)c2oc(C(=O)N3CCN(C(=O)c4ccco4)CC3)c(C)c2c1	-8	-7%	54%[activator]	11%	24%	-2.3	-27%	-17%	2%
CN(C)C(CNC(=O)c1cccc(C(F)(F)F)c1)c1ccco1 (stereo not given)	0	3%	-13%	2%	0%	-0.5	-4%	i	2%
N=c1ccn(CC(=O)NC(N)=O)c2ccccc12	nt	5%	13%	5%	-7%	3.5	-12%	21%[57.5 µM]	14%
O=C(Nc1ccc(F)cc1)Nc1nnc(-c2ccncc2)s1	nt	-12%	0%	-17%	-11%	-0.8	-6%	-14%[57.5 µM]	6%
CC(C)c1ccc(N2CCN(C(=O)c3ccccc3NC(=O)/C=C\C(=O)O)CC2)cc1	-7	-9%	?	-14%	-18%	-0.1	-9%	-3%	-9%
COc1cccc(-n2c(SCC(N)=O)nnc2-c2c[nH]c3ccccc23)c1	0	-5%	19%	-1%	-2%	-1.0	1%	i	11%
CC12CCC(C(=O)N3CCN(Cc4ccccc4)CC3)(OC1=O)C2(C)C (stereo not given)	nt	12%	-1%	4%	14%	1.8	-4%	-1%[57.5 µM]	4%
O=C(Cc1ccc([N+](=O)[O-])cc1)Nc1ccon1	-4	7%	2%	-10%	-2%	-2.6	-1%	-14%	-5%
CC(C)Cc1nnc(NC(=O)CN2C(=O)c3ccccc3C2=O)s1	-28	-7%	-16%	-14%	-1%	-1.0	?	-10%	-10%
COc1ccc(CC(=O)Nc2ccc(NC(=O)c3ccccc3F)cc2)cc1	-7	1%	-7%	4%	-2%	0.3	-15%	i	?
COC(=O)c1c(NC(=O)C2COc3ccccc3O2)sc2c1CCN(C(C)=O)C2 (stereo not given)	26	10%	30%[activator]	?	-23%	-0.1	8%	-41%[inhibitor]	-9%
O=C1C2CC=C(Cl)CC2C(=O)N1CC1Cc2ccccc2CO1 (stereo not given)	-8	-14%	15%	7%	0%	-0.5	-6%	26%	-9%
CCOC(=O)Cn1nnnc1CN1CCN(c2ccc(OC)cc2)CC1	1	-3%	4%	4%	21%	-0.7	-4%	i	-6%
CC(C)[C@H](NC(=O)c1ccc(Cl)cc1Cl)C(=O)NNC(=O)c1ccco1	4	-9%	?	-1%	-2%	0.6	-3%	-19%	-8%
CC(C(=O)NCCS(=O)(=O)c1ccc(Cl)cc1)S(=O)(=O)c1ccccc1 (stereo not given)	-5	3%	15%	-10%	6%	12	-13%	2%	-7%
O=C(NCc1ccc(Cl)cc1)c1ccc2ccccc2n1	11	22%	?	10%	35%	-0.6	-7%	-8%	7%
OC(CCc1ccncc1)c1ccccc1 (stereo not given)	4	-2%	5%	?	5%	-2.9	-5%	i	-10%
O=C(O)c1cc(/C=C/c2ccc(N3CCOCC3)cc2)nc2ccccc12	-25	10%	?	41%[activator]	-2%	0.9	-5%	-27%	-12%
Nc1ccn([C@@H]2O[C@H](C(=O)N3CCCN(Cc4cccs4)CC3)[C@@H](O)[C@H]2O)c(=O)n1	-3	-3%	11%	3%	-2%	-0.1	6%	-7%	4%
